Assay outcomes as filed in PubChem.
CR mimetic SO – yeast age-related superoxide inhibition as caloric restriction mimetic; S. cerevisiae aged cells, superoxide DHE fluorescence; hits give low values; hit rate 0.18% among 330,000; superoxide response (% of plate mean), % at 10 µM;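 active means superoxide response under a set limit, about three screen SD below normal, cut at about 65% in these data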;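 further: yeast aged for seven days with compound at 30 °C before DHE staining; 100% = average MFI of all compound-treated wells on the plate with controls excluded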
RPL19A-GFP yeast – modulators of TOR pathway RPL19A-GFP in S. cerevisiae. hit rate 0.3% among 330,000. percent response vs DMSO, % at 10 µM. S. cerevisiae RPL19A-GFP strain, flow cytometry, 3 h; hits give low values;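 active means percent response vs DMSO below 50%; inconclusive means fewer than 70 events counted for the yeast strain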;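 further: median channel GFP fluorescence of the barcoded RPL19A-GFP strain; ratio of sample median GFP to plate DMSO average so 100% = DMSO; lower means less RPL19A-GFP as with rapamycin TOR inhibition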
LAP4 TOR yeast – yeast TOR pathway LAP4-GFP modulation; hit rate 0.34% among 320,000; GFP response vs DMSO, % at 10 µM; AID 2023; S. cerevisiae LAP4-GFP multiplex, flow cytometry GFP, 3 h; median GFP as percent of DMSO wells;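 active means GFP response vs DMSO above a set limit, about the screen mean plus 3 SD, cut at about 150% in these data; inconclusive means under 70 cell events counted for the yeast strain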
GRK2 aptamer HTS – human GRK2 inhibition via aptamer displacement | P25098 | bead flow cytometry, FAM-aptamer displacement from GRK2 | inhibition of aptamer binding, % at 10 µM | hit rate 0.59% among 330,000 | AID 488847;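 active means inhibition of aptamer binding above 40%, roughly 3 SD of noise, on plates passing a quality check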;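 further: median bead fluorescence of bound FAM aptamer so fluorescent compounds give negative values; no value below 0 was filed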
Target sequence (P25098 whole entry, looked up): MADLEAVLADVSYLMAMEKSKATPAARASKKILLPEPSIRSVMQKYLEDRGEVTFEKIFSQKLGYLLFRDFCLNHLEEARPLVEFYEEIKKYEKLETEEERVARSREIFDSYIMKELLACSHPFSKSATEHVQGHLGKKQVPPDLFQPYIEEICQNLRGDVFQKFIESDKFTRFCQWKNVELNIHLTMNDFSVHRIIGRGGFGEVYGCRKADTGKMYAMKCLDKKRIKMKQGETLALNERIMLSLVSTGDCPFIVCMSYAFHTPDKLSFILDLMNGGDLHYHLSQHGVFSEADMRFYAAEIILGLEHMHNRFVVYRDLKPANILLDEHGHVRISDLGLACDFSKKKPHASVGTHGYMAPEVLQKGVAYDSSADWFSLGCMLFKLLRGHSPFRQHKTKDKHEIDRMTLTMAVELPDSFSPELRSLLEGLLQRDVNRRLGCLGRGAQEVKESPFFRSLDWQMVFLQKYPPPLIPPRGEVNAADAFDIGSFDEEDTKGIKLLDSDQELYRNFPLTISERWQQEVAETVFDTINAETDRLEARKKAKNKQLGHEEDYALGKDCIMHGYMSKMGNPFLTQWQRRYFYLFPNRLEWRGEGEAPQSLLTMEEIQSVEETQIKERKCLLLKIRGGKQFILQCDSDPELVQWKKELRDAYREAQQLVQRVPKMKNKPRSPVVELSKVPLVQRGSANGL
AGP1-GFP MLPCN – yeast TOR pathway AGP1-GFP modulation | S. cerevisiae AGP1-GFP multiplex flow cytometry, 3 h; GFP as percent of DMSO wells | GFP response vs DMSO, % at 10 µM | hit rate 0.02% among 320,000;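 active means GFP response relative to DMSO above a set limit, near screen average plus 3 SD, cut at about 150% in these data; inconclusive means fewer than 70 cells counted for the yeast strain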;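 further: median GFP channel fluorescence of the gated AGP1 strain per well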
MEP2-GFP yeast – alters MEP2-GFP fluorescence in TOR pathway yeast screen | GFP response vs DMSO, % at 10 µM | S. cerevisiae MEP2-GFP strain, flow cytometry GFP, 3 h; 100% = DMSO control level | hit rate 0.51% among 330,000;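 active means GFP response versus DMSO above a set limit, roughly screen mean plus 3 SD, cut at about 180% in these data; inconclusive means fewer than 70 cells counted for a yeast strain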;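 further: median GFP fluorescence of the barcode-gated MEP2-GFP cells per well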
VLA-4 inh – inhibition in a human VLA-4 binding assay | P13612 | VLA-4 expressing cells, ligand binding flow cytometry | inhibition, % (about 7 µM as worked out from the volumes in the protocol) | hit rate 0.2% among 330,000; in the data active means inhibition above about 50%
CIT2-GFP yeast – modulators of TOR pathway CIT2-GFP in S. cerevisiae; S. cerevisiae CIT2-GFP strain, flow cytometry, 3 h; 100 means same as DMSO wells; GFP response vs DMSO, % at 10 µM; hit rate 0.065% among 320,000;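 active means GFP response relative to DMSO above a set limit, near the screen mean plus 3 SD, cut at about 150% in these data; inconclusive means Fewer than 70 cells measured for a yeast strain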;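 further: ratio of well median GFP fluorescence to mean of DMSO wells on the plate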
* = called active by the depositor; i = inactive; ? = inconclusive; . = not tested or not shown; [ ] = dose if it differs, or a comment.

SMILES | CR mimetic SO | RPL19A-GFP yeast | LAP4 TOR yeast | GRK2 aptamer HTS | AGP1-GFP MLPCN | MEP2-GFP yeast | VLA-4 inh | CIT2-GFP yeast
COc1ccc2c(c1OC)C(=O)N(c1ncn[nH]1)C2 | 104.3 | 98.8 | 95.8 | 0.0 | 97.9 | 94.6 | 6.8 | 93.1
CC(C)CCn1c(Sc2nc3ccccc3o2)nc2c1c(=O)[nH]c(=O)n2C | 103.7 | 98.0 | 91.6 | 0.0 | 95.3 | 107.5 | 7.2 | 108.6
O=C(Nc1ccc(N2CCCC2)cc1)c1cc2ccccc2o1 | 91.1 | 105.7 | 101.1 | 0.0 | 93.9 | 106.4 | -25.5 | 94.7
C/C(=N\NC(=O)c1ccc(N/N=C(\C)c2ccc(O)cc2)cc1)c1ccc(O)cc1 | i | 102.5 | 104.8 | 0.0 | 29.4 | 116.5 | -10.3 | 90.8
Cn1c(=O)c2c(nc(CN3CCN(c4ccc(F)cc4)CC3)n2CCN2CCOCC2)n(C)c1=O | 102.1 | 101.6 | 110.8 | 0.0 | 104.2 | 105.8 | 4.1 | 107.3
CC(C)=CC(=O)OCc1csc(CC(=O)Nc2ccccc2C)n1 | 94.4 | 98.6 | 99.7 | 0.0 | 99.5 | 99.7 | 18.8 | 100.0
Cc1cccc(CC2CC(=O)N(c3ccccc3)C2=O)c1 (stereo not drawn) | 108.7 | 94.2 | 89.4 | 2.0 | 94.1 | 91.5 | -15.1 | 85.9
CCNC(=O)c1ccccc1-c1nc(-c2ccccc2Cl)no1 | 89.9 | 91.5 | 101.4 | 0.0 | ? | ? | 7.0 | 85.8
CCc1cccc(C)c1NC(=S)NCC1CCN(c2ccc(OC)cc2)C1 (stereo not drawn) | 100.2 | 96.8 | 95.3 | 1.0 | 102.6 | 94.6 | 0.7 | 93.7
Cc1ccc(OCC(=O)N(C)CC(=O)N(CC(C)C)c2c(N)n(CC(C)C)c(=O)[nH]c2=O)c(C)c1 | 113.3 | 94.7 | 106.8 | 1.0 | 97.0 | 105.1 | 4.2 | 93.0
O=C(CCC1CCCCC1)NCc1ccccn1 | 100.0 | 101.8 | 96.5 | 2.0 | 101.0 | 102.3 | -3.8 | 103.5
O=[N+]([O-])c1ccc(OCCCCN2CCc3ccccc3C2)cc1 | 97.4 | 101.0 | 99.8 | 0.0 | 100.6 | 100.4 | 3.3 | 101.2
COc1cc2c(cc1OC)CN(C(=O)c1cc(Cl)nc(Cl)c1)CC2 | 76.3 | 103.6 | 110.6 | 0.0 | 108.5 | 108.6 | -2.4 | 100.3
C=C1CCN([C@H](C(=O)OCc2cccc(C)c2)C(C)C)S(=O)(=O)c2ccccc21 | 78.1 | 104.3 | 129.2 | 0.0 | 92.2 | 101.7 | -6.4 | 102.1
CC(C)[C@H](NC(=O)Nc1ccc(Oc2ccccc2)cc1)C(=O)O | 100.1 | 98.1 | 99.1 | 2.0 | 97.9 | 97.9 | -1.5 | 98.0
CCc1ccccc1NC(=S)N(CCCN(C)C)Cc1cc2cc3c(cc2[nH]c1=O)OCO3 | 101.5 | 96.7 | 102.6 | 0.0 | 105.7 | 103.4 | 2.3 | .
Cc1ccccc1NC(=O)c1cccc2nccnc12 | 101.8 | 101.6 | 102.5 | 0.0 | 90.3 | 102.9 | 3.4 | 102.5
COc1ccc(-c2cc(CNC(=O)CN3CCN(C)CC3)on2)cc1 | 70.8 | . | 87.4[may fluoresce violet] | 0.0 | 31.7[may fluoresce violet] | 256.8*[may fluoresce violet] | 12.2 | ?
O=C(COc1ccccc1Cc1ccccc1)NCCCN1CCOCC1 | 100.5 | 98.9 | 112.7 | 0.0 | 102.5 | 117.4 | -0.7 | 103.2
COc1ccc(Oc2coc3cc(O)ccc3c2=O)cc1 | 94.4 | 101.5 | 96.0 | 0.0 | 102.6 | 104.0 | 6.8 | 100.5
Cc1c(C(=O)OC2CCCCC2)sc2nc[nH]c(=O)c12 | 116.2 | 96.4 | 103.7 | 3.0 | 89.0 | 103.8 | 1.1 | 89.6
Cn1c(=O)c(-c2ccccc2N)nc2ccccc21 | 103.3 | 96.4 | 101.5 | 0.0 | 98.4 | 108.4 | 0.7 | 95.4
COC(=O)c1cc(S(=O)(=O)N2CCCC2=O)c(Cl)cc1Cl | 100.5 | 96.0 | 97.2 | 6.0 | 96.6 | 105.1 | 17.4 | 108.7
O=C(Nc1ccccc1F)c1ccc2ncsc2c1 | 104.3 | 104.9 | 101.1 | 1.0 | 92.5 | 109.6 | -2.4 | 95.2
C=C(C)CCC1(C)NC(=O)N(c2ccccc2)N1 (stereo not drawn) | 101.1 | 106.5 | 110.2 | 16.0 | 107.5 | 114.0 | 4.5 | 117.8
C/C(=N/NC(=O)c1cccs1)c1ccc(NC(=O)COc2ccc(Cl)cc2)cc1 | 94.1 | 95.9 | 97.0 | 1.0 | 104.2 | 103.1 | -0.4 | 84.4
Cc1cc(C)n(CC(=O)NNC(=O)CCCOc2ccc(Cl)cc2C)n1 | 102.1 | 102.9[may fluoresce green] | 98.4[may fluoresce green] | 0.0 | 104.5[may fluoresce green] | 108.0[may fluoresce green] | 9.1 | 105.3[may fluoresce green]
CC(C)c1ccc(N(C(=O)CNC(=O)c2ccco2)C(C(=O)NC2CCCC2)c2ccncc2)cc1 (stereo not drawn) | 89.5 | 98.3 | 92.6 | 1.0 | 93.8 | 84.5 | -5.9 | 99.9
O=C(O)c1ccc(NS(=O)(=O)c2ccc3nnn(O)c3c2)cc1 | 98.1 | 100.8 | 97.1 | 3.0 | 92.0 | 101.3 | 5.2 | 89.5
COc1ccccc1-c1c(NC(=O)c2ccco2)n(C)c2ccccc2c1=O | 109.0 | 95.1 | 105.1 | . | 102.5 | 97.2 | 0.3 | 94.3
Clc1ccc(CNc2ccc(CNc3ncn[nH]3)cc2)cc1 | 125.6 | 65.8[may fluoresce violet] | 95.4[may fluoresce violet] | 3.0 | 15.6[may fluoresce violet] | 175.0[may fluoresce violet] | 21.2 | ?
Cc1occc1C(=O)N/N=C/C=C\c1ccccc1[N+](=O)[O-] | 105.6 | 96.7 | 107.5 | 0.0 | 99.5 | 100.9 | 3.0 | 88.7
COc1cccc(CNC(=O)CN2C(=O)CCSc3ccc(S(=O)(=O)N4CCCC4)cc32)c1 | 111.3 | 102.1 | 105.8 | 4.0 | 103.9 | 117.7 | -1.8 | 109.5
CC(Oc1ccccc1)c1ccnc2nc(/N=C/N(C)C)nn12 (stereo not drawn) | 106.3 | 98.8 | 101.4 | 0.0 | 93.0 | 95.8 | 4.2 | 93.8
COc1ccc(/C=C2/CCCC(C(=O)C(F)(F)F)=C2O)cc1OC | 111.2 | 98.1 | 103.8 | 0.0 | 102.2 | 97.8 | -0.4 | 100.9
Cn1nccc1NS(=O)(=O)c1ccc(F)cc1 | 96.8 | 96.1 | 105.9 | 2.0 | 109.9 | 98.4 | -4.6 | 101.8
O=C(C[C@H]1C/C=C/CC[C@@H](Cc2ccc(F)cc2)C(=O)OC[C@H](c2ccccc2)NC1=O)NCCO | 102.6 | 98.3 | 95.3 | 5.0 | 93.1 | 95.2 | -18.3 | 89.1
Cc1cc(=O)oc2ccc(OC(=O)CC(C)C)cc12 | 99.7 | 95.1 | 100.1 | 0.0 | 92.5 | 95.4 | -5.0 | 87.9
Cc1cc(S(=O)(=O)NC(C)C)ccc1OCC(=O)N1CCOCC1 | 77.4 | 95.3 | 100.2 | 0.0 | 101.5 | 97.2 | 10.4 | 99.4
CC(C)C(=O)NCc1cc(-c2ccccc2)no1 | 93.5 | 97.9 | 110.5 | 1.0 | 100.4 | 93.2 | 8.2 | 90.7
CCOC(=O)C1=C(C)OC(N)=C(C#N)C1c1cc2cc(C)ccc2nc1N1CCCCC1 (stereo not drawn) | 94.6 | 56.8[may fluoresce violet] | ? | 0.0 | ? | ? | -22.2 | ?
CC(=O)OC[C@]1(OC(C)=O)C[C@@]23CC[C@H]4[C@@](C)(CCC[C@@]4(C)C(=O)O)[C@@H]2CC[C@@H]1C3 | 94.2 | 105.5 | 114.1 | 2.0 | 91.2 | 91.3 | 6.1 | 75.3
Cc1ccc(C)c(OCC(=O)NNC(=O)CCN2CCN(c3ccccc3)CC2)c1 | 92.4 | 95.8 | 93.6 | 0.0 | 94.3 | 96.3 | 10.0 | 92.2
CCOC(=O)C1=C(C)N=c2s/c(=C/c3cccc([N+](=O)[O-])c3O)c(=O)n2C1c1ccccc1 (stereo not drawn) | 109.2 | 98.7 | 93.1 | 1.0 | 100.3 | 95.5 | -106.3 | 95.6
COc1cccc(NC(=O)C2CCN(S(=O)(=O)c3ccc4c(c3)NC(=O)CO4)CC2)c1 | 118.2 | 99.8 | 86.4 | 3.0 | 99.7 | 98.5 | 15.4 | 105.1
Cn1c2ccccc2c(=O)c2c(=O)n(Cc3ccco3)c(-c3ccc(C(C)(C)C)cc3)nc21 | 109.6 | 96.5 | 103.1 | 2.0 | 96.8 | 93.0 | -8.9 | 87.0
Cc1cc(=O)[nH]c(SCC(=O)Nc2ncc(S(=O)(=O)c3ccc([N+](=O)[O-])cc3)s2)n1 | 83.5 | 83.5 | 85.8 | 0.0 | 84.5 | 89.3 | -2.5 | .
CCOC(=O)Cc1csc(NC(=O)c2ccc(Br)s2)n1 | 115.1 | 88.6 | 119.3 | 0.0 | 83.7 | 97.6 | -2.2 | 77.6

Next section, starting with the last 2 of the part before.
SMILES | CR mimetic SO | RPL19A-GFP yeast | LAP4 TOR yeast | GRK2 aptamer HTS | AGP1-GFP MLPCN | MEP2-GFP yeast | VLA-4 inh | CIT2-GFP yeast
Cc1cc(=O)[nH]c(SCC(=O)Nc2ncc(S(=O)(=O)c3ccc([N+](=O)[O-])cc3)s2)n1 | 83.5 | 83.5 | 85.8 | 0.0 | 84.5 | 89.3 | -2.5 | .
CCOC(=O)Cc1csc(NC(=O)c2ccc(Br)s2)n1 | 115.1 | 88.6 | 119.3 | 0.0 | 83.7 | 97.6 | -2.2 | 77.6
Cc1cccc(NC(=O)CN2C(=O)S/C(=C\c3cccn3-c3cccc(C(=O)O)c3)C2=O)c1 | 100.3 | 99.6 | 107.8 | 1.0 | 106.6 | 103.2 | 1.3 | 105.7
Cc1ccc(CNC(=O)CCc2nnc(Cc3ccc(-c4ccccc4)cc3)o2)o1 | 99.8 | 93.2 | 106.4 | 0.0 | 98.7 | 100.6 | 15.6 | 101.1
Nc1cccc(CCc2nc3cc4ccccc4cc3[nH]2)c1 | 91.4 | 99.0 | 86.0 | 0.0 | 101.5 | 97.7 | 15.5 | 95.8
COc1ccc(C(CNC(=O)c2ccc(S(=O)(=O)Nc3ccccc3F)cc2)N(C)C)cc1 (stereo not drawn) | 106.3 | 107.6 | 96.7 | 0.0 | 100.4 | 107.6 | 10.0 | 101.9
CCOc1ccc(NC(=O)CN(C)C(=O)c2ccc(=O)[nH]c2)cc1OCC | 87.9 | 108.7 | 82.9 | 1.0 | 93.8 | 105.2 | 0.3 | 89.0
Cc1cccc(Cn2ccc(NC(=O)c3cccnc3)n2)c1 | 87.2 | 114.9 | 105.3 | 0.0 | 107.5 | 108.5 | -4.0 | 106.2
O=C(Nc1ccccc1)c1cc(S(=O)(=O)Nc2cccnc2)ccc1Cl | 86.6 | 97.9 | 107.1 | 1.0 | 99.0 | 98.3 | -2.0 | 97.1
Cc1[nH]c2ccccc2c(=O)c1CN1CCCCC1 | 83.6 | 88.9 | 88.5 | 3.0 | 92.5 | 97.6 | 34.8 | 88.5
Cc1cc(C)n(-c2ccc(C(=O)Nc3ccc4c(c3)OCO4)cc2)n1 | 92.0 | 105.3 | 97.1 | 2.0 | 98.8 | 105.7 | 4.7 | 96.3
Cc1nc(NCc2ccco2)c2c(C)c(C)sc2n1 | 87.3 | 94.9 | 104.4 | 4.0 | 97.8 | 101.2 | 0.2 | 89.8
